High-throughput results (PubChem)
LDHA inh: inhibitors of human lactate dehydrogenase A; P00338; purified LDHA, NADH/diaphorase-resazurin fluorescence; stronger effect = lower value; activity change, % (values are at about 110 or 230 µM); 480,000 tested, 0.15% active; in the data active means activity change below about -30%;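 further: plate controls were DMSO wells for no effect and wells without enzyme for full effect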
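Enzyme activity of human lactate dehydrogenase 5 (2 nM; 0.06 mM NADH, 0.2 mM pyruvate, 5 min, RT) is measured via a resazurin/diaphorase fluorescence readout of residual NADH.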
The depositor's hits bear a star. This is a subset; the hit share may differ from the screen's.

SMILES | LDHA inh
CCCCN1C(SCC(=O)Nc2cccc(C(C)=O)c2)=NS(=O)(=O)c2ccccc21 | 7
O=C(CCc1nc2ccccc2s1)NCCc1ccccc1F | 10
CC(CCc1ccccc1)NC(=O)C1CCN(S(=O)(=O)c2cccc(Cl)c2Cl)CC1 (stereo not drawn) | 4
Cc1ccc(OCCNC(=O)c2cc3ccccc3oc2=O)c(C)c1 | 0
NCC(O)C(F)(F)F (stereo not drawn) | -4
CC1(c2nnnn2Cc2ccccc2)CCC(=O)N1C1CC1 (stereo not drawn) | -1
Fc1cccc(/C=N/Nc2ccc(Cl)c(Cl)c2)c1 | -7
CC(C)CCNC(=O)c1cccc(C#N)c1 | 12
O=C(Nc1ccccc1)Nc1nnc(-c2ccncc2)s1 | -7
CNC(=O)C1CCN(Cc2nc3ccccc3c(C)c2C(=O)OC)CC1 | 5
Cc1nn(CC(=O)Nc2nc3c(C)cccc3s2)c(=O)c2ccccc12 | 2
Cn1nc(C(=O)Nc2cccc(Cl)c2)c2c1-c1ccsc1CC2 | -1
CC(=O)c1ccc(NC(=O)CC(C)(C)CC(=O)O)cc1 | 2
CC1(C)CC(=O)C2=C(C1)OC(N)=C(C#N)C2c1ccc(Br)o1 (stereo not drawn) | -1
Cc1ccc(-c2nn(CC(C#N)CCC#N)c(=O)c3ccccc23)cc1 (stereo not drawn) | -1
CCOc1ccc(NCc2cccn2-c2nnc(N3CCC(C(=O)NC(C)CC)CC3)s2)cc1 (stereo not drawn) | 4
CCCNC(=O)CN1CCN(Cc2cccc3cccnc23)CC1 | 5
Cc1[nH]c2ccccc2c1C(c1cccc(O)c1)c1c(C)[nH]c2ccccc12 | 0
O=C(/C(=C\OCc1ccc(Cl)cc1)Cc1ccc(Cl)cc1)c1ccccc1 | 7
CCCn1c(SCc2ncc(-c3cccc(Cl)c3)o2)n[nH]c1=O | 0
COc1ccc(C(=O)Nc2oc3ccc(Cl)cc3c(=O)c2-c2ccc3c(c2)OCO3)cc1OC | -1
CCCn1c(SCC(=O)c2cc(C)n(C)c2C)nc2cc(S(N)(=O)=O)ccc21 | 7
Fc1ccc(Sc2ncccc2Cl)cc1 | -2
CCOC(=O)[C@]12CCC=C1N(Cc1cccc3ccccc13)C(=O)[C@H](CC(=O)N1CCCCC1)C2 | 0
COC(=O)c1cc(NCc2ccc(Cl)c(Cl)c2)ccc1N1CCOCC1 | 1
COc1cc2cc(C(=O)NCC(=O)Nc3ncc(C)s3)n(C)c2c(OC)c1OC | 1
Cc1ccc(OCC(=O)N2CCC(NC(=O)c3ccccc3)CC2)c(C)c1 | 9
O=c1ccc(N2CCN(S(=O)(=O)c3cccc4nsnc34)CC2)nn1-c1ccc(F)cc1 | 2
CCCCNC(=O)N[C@H](Cc1ccccc1)C(=O)O | -1
CCOC(=O)C(=O)Nc1ccccc1OC | 1
COc1ccccc1CCNC(=O)CCCNc1nc(Cl)nc2nc[nH]c12 | -14
COc1cc(NC(=O)CCc2nnc3c(=O)n(-c4ccc(C)c(C)c4)ccn23)cc(OC)c1OC | 7
Cc1cccc(NC(=O)C2(C#N)C(c3ccccc3)C2(C)C(=O)c2ccc(Cl)cc2)c1 (stereo not drawn) | -2
Cc1ccc(NC(=O)Cn2nc(-c3ccccc3)ccc2=O)cc1S(=O)(=O)N1CCOCC1 | -1
O=C(Nc1ccc(Br)cc1Cl)c1cc(-c2ccco2)on1 | 4
Cc1cccc(C(=O)NC(Nc2ccc3ccccc3c2)C(Cl)(Cl)Cl)c1 (stereo not drawn) | -22
CCN(CC1COc2ccccc2O1)C(=O)CSc1nnnn1C1CCCC1 (stereo not drawn) | 5
Cc1ccc(N2C(N)=C(C#N)C3(C(=O)Nc4ccc(C)cc43)C3=C2CC(C)(C)CC3=O)cc1 (stereo not drawn) | -8
Cc1ccc(-c2csc(Nc3ccc(O)cc3)n2)c(C)c1 | -23
COCCn1c(C)c(C)c(S(=O)(=O)c2ccc(F)cc2)c1NC(=O)C(C)C | -7
O=C(CSc1cc(Cl)ccc1Cl)NC1CCS(=O)(=O)C1 (stereo not drawn) | 6
CCN(CC)C(=O)C1CCN(C(=O)Cn2ccc3ccc(Cl)cc32)CC1 | -12
CC1(C)CC(=O)C2=C(C1)OC(N)=C(C#N)C2c1ccc(Br)cc1 (stereo not drawn) | 11
CNC(=O)c1ccc(NS(=O)(=O)c2cc(C(C)(C)C)ccc2C)cc1 | 5
S=C(NCCSc1ccc(Cl)cc1)Nc1ccccc1Cl | 6
NC(=O)c1nn(CC(=O)N2CCN(CC(=O)N3CCCCCC3)CC2)c(=O)c2ccccc12 | 9
COc1ccc2cc(C(C)C(=O)NCc3ccccc3)ccc2c1 (stereo not drawn) | 7
OC1COc2ccccc2OCCOCCOc2ccccc2OC1 | 1
Cc1ccc(-c2nc3ccc(C(=O)N4CCC(CC(=O)NCCN5CCOCC5)CC4)cc3o2)cc1 | 0
CCOC(=O)N1CCN(C(=O)C[C@@H]2C[C@@]3(C(=O)OCC)CCCC=C3N(CCC3=CCCCC3)C2=O)CC1 | 3
N#Cc1ccc(C(=O)Nc2ccc(Cl)c(C(F)(F)F)c2)cc1 | 3
NC(=S)N/N=C1\CCCc2ccccc21 | -2
Cc1noc(N)c1C(=O)OC(C)C(=O)NC1CC1 (stereo not drawn) | 6
Cc1nc2sc(C#N)c(N)c2c(C)c1CC(=O)c1ccccc1 | -2
S=C(NCc1ccccc1)Nc1ccccc1I | 0
COc1ccc(N2C(=O)CN(Cc3ccccc3Cl)[C@H]3CS(=O)(=O)C[C@H]32)cc1 | -13
CCOc1ccc(-c2cc(C(=O)NCCCN3CCN(C)CC3)c3ccccc3n2)cc1 | 2
CNC(=O)NC(=O)CN(Cc1ccc2c(c1)OCO2)C1CCCC1 | -4
Cc1ccc2nc(NC(=O)NC3CC(=O)N(c4ccc5c(c4)OCCO5)C3)sc2c1 (stereo not drawn) | -1
Cc1ccc2nc(/C(C#N)=C/c3ccc(OCc4ccc(Cl)cc4Cl)cc3)[nH]c2c1 | -14

Next part
SMILES | LDHA inh
O=C(Nc1ccc2oc(-c3ccncc3)nc2c1)c1ccc(Cl)cc1 | 6
COc1cc(C(=O)n2nc(-c3cccc(C)c3)nc2N)cc(OC)c1OC | 0
N=C(N)c1ccnc(Sc2nc3ccccc3[nH]2)c1 | -8
CCSc1nnc(-c2nn(C)c3c2CN(S(=O)(=O)c2ccc4c(c2)CCC4)CC3)n1C | 1
Cc1ccc(S(=O)(=O)N2CCNC(=O)C2)c2cccnc12 | -21
Cc1sc2nc(NCCO)n3nc(-c4ccco4)nc3c2c1C | 1
Cc1ccc(NC(=O)C2=CCN(Cc3ccccc3F)CC2)cc1 | 3
O=C(Nc1ccc(Br)cc1)c1cc(-c2cccnc2)nc2ccccc12 | 0
O=C(OCC#CCSc1nnc(-c2ccccc2F)o1)c1ccc(F)cc1 | -4
O=C(Cc1ccccc1Cl)N1CC=C(c2c[nH]c3ncccc23)CC1 | 8
O=C(CC1SC(c2cc3ccccc3oc2=O)=NC1=O)Nc1ccccc1 (stereo not drawn) | 1
O=C(Cc1ccccc1Cl)N1CCC(c2nc3c(nnn3Cc3ccccc3)c(=O)[nH]2)CC1 | 1
COc1ccc(/C=C(\C)C(=O)NO)cc1 | 10
CC(C)N1CCCC(CNC(=O)c2ccccc2C(F)(F)F)C1 (stereo not drawn) | 8
CNC(=O)NC(=O)C(C)Sc1nnc(-c2ccccc2Cl)n1-c1cccc(C(F)(F)F)c1 (stereo not drawn) | 6
COc1ccc(-c2oc3c4c2C(=O)OCCOC4CCC3)cc1 (stereo not drawn) | 3
NC(=O)c1cc(S(=O)(=O)NCC2CCN(Cc3ccc(F)cc3)CC2)cs1 | 4
C=CCN(Cc1ccc(Cl)s1)C(=O)C1CC1 | 2
N#C/C(=C/c1ccc(OC(F)F)cc1)C(=O)Nc1cc(Cl)ccc1Cl | 10
C=C(C)C1CCC(C)=C1CC/C(C)=N/NC(N)=O (stereo not drawn) | 6
O=C(O)c1cc(Br)ccc1I | -2
CCC(=O)c1c(-c2ccccc2)nc2n(CCN3CCOCC3)c3ccccc3n12 | 9
O=C1NC[C@H](Cc2ccc(O)cc2)N(C[C@@H]2CCCN2C[C@H](Cc2ccccc2)N2C[C@H](Cc3ccccc3)N(CC3CCCCC3)C(=O)C2=O)C1=O | -2
O=C(NC1CCCCCC1)c1nc(-c2ccccc2)n(-c2ccccc2)n1 | 5
CC1(C(Cl)(Cl)Cl)C=CC(=Nc2ccccc2)C=C1 (stereo not drawn) | -1
CCC(CO)NC(=O)Nc1sc(C)c(C)c1C#N (stereo not drawn) | 2
CCCOc1nc2ccccc2nc1C(C#N)C(=O)NCc1ccccc1 (stereo not drawn) | 1
CCNC(=O)NC(=O)COc1ccc2ccc(=O)oc2c1 | 2
COc1ccc(CNC(=O)c2ccc(C3Nc4ccccc4S(=O)(=O)N3)cc2)cc1OC (stereo not drawn) | -2
COc1ccc(S(=O)(=O)N2CCN(c3ccc(C)c(Cl)c3)CC2)c2ccccc12 | 10
CNc1c(NC(=O)NC(C)C)c(=O)oc2ccccc12 | 3
O=C(NCCc1nc2ccccc2[nH]1)c1ccc(N2CCCN(Cc3ccc(F)cc3)C2=O)cc1 | 0
COCCn1c(=O)c2c(nc(-n3nc(C)c(C)c3C)n2CCOC)n(C)c1=O | 0
Cc1nnc(NC(=O)CCc2ncc(-c3ccccc3)o2)s1 | -15
CCC(C)Cc1c(C)sc2nc(CNc3ccccc3)[nH]c(=O)c12 (stereo not drawn) | 5
COc1ccc(NC(=O)CCSc2nc(-c3ccco3)cc(C(F)(F)F)n2)c(OC)c1 | -22
Cn1c(=O)c2c(ncn2CC(=O)NC(=O)NC2CCCC2)n(C)c1=O | -34*
CCN(CC)c1ccc(NS(=O)(=O)CC)cc1C(=O)O | 6
CCCCCCCCOc1ccc(C(=O)Oc2ccc(C#N)cc2)cc1 | -2
CCCNC(=O)c1cc(=O)c2cc(Cl)ccc2o1 | 5
Cn1c(C(C#N)(CC(=O)N2CCCCC2)CC(=O)N2CCCCC2)nc2ccccc21 | -3
CC(C)N1CCc2c(C#N)c(NCc3ccccc3)n3cnnc3c2C1 | 0
CC[C@@H](C)[C@@H](NC(C)=O)C(=O)O | -9
COc1ccc(CNC(=O)C2CCCN(S(=O)(=O)c3cc(-c4noc(C)n4)ccc3C)C2)cc1 (stereo not drawn) | 2
CNS(=O)(=O)c1cc(NC(=O)c2cccc(OCc3c(C)noc3C)c2)ccc1C | 1
CCNCc1ccc(-c2ccc(C(F)(F)F)cc2)o1 | 5
COc1cc(OC)c(C#N)c(SCc2ccccc2)c1 | -2
CC(=O)c1cccc(NCC(=O)Nc2ccccc2C#N)c1 | 4

Part of the list above in order of number of heavy atoms, ascending:
SMILES | LDHA inh
CC[C@@H](C)[C@@H](NC(C)=O)C(=O)O | -9
CCCNC(=O)c1cc(=O)c2cc(Cl)ccc2o1 | 5
CCNCc1ccc(-c2ccc(C(F)(F)F)cc2)o1 | 5
COc1cc(OC)c(C#N)c(SCc2ccccc2)c1 | -2
CCNC(=O)NC(=O)COc1ccc2ccc(=O)oc2c1 | 2
Cc1nnc(NC(=O)CCc2ncc(-c3ccccc3)o2)s1 | -15
CCC(C)Cc1c(C)sc2nc(CNc3ccccc3)[nH]c(=O)c12 (stereo not drawn) | 5
Cn1c(=O)c2c(ncn2CC(=O)NC(=O)NC2CCCC2)n(C)c1=O | -34*
CCCCCCCCOc1ccc(C(=O)Oc2ccc(C#N)cc2)cc1 | -2
COCCn1c(=O)c2c(nc(-n3nc(C)c(C)c3C)n2CCOC)n(C)c1=O | 0
COc1ccc(S(=O)(=O)N2CCN(c3ccc(C)c(Cl)c3)CC2)c2ccccc12 | 10
CNS(=O)(=O)c1cc(NC(=O)c2cccc(OCc3c(C)noc3C)c2)ccc1C | 1
COc1ccc(NC(=O)CCSc2nc(-c3ccco3)cc(C(F)(F)F)n2)c(OC)c1 | -22
COc1ccc(CNC(=O)c2ccc(C3Nc4ccccc4S(=O)(=O)N3)cc2)cc1OC (stereo not drawn) | -2
COc1ccc(CNC(=O)C2CCCN(S(=O)(=O)c3cc(-c4noc(C)n4)ccc3C)C2)cc1 (stereo not drawn) | 2
O=C(NCCc1nc2ccccc2[nH]1)c1ccc(N2CCCN(Cc3ccc(F)cc3)C2=O)cc1 | 0

Arranged by the number under LDHA inh (low to high): 3 of the compounds above
SMILES | LDHA inh
COc1ccc(CNC(=O)C2CCCN(S(=O)(=O)c3cc(-c4noc(C)n4)ccc3C)C2)cc1 (stereo not drawn) | 2
CCCNC(=O)c1cc(=O)c2cc(Cl)ccc2o1 | 5
CCN(CC)c1ccc(NS(=O)(=O)CC)cc1C(=O)O | 6

(next part)
SMILES | LDHA inh
CC1Cc2nc(SCC(=O)N3CCCCC3)n(-c3ccc(F)cc3)c(=O)c2S1 (stereo not drawn) | 7
Cc1oc(-c2ccccc2)nc1C(=O)Nc1ccccc1C(N)=O | 12
CCCC1Cc2c(sc3nc(SCC(=O)c4ccc(F)cc4)nc(N)c23)CO1 (stereo not drawn) | -19
COc1ccc(/C=C/C(=O)OCC2C(COC(=O)/C=C/c3ccc(OC)c(OC)c3)C2(Cl)Cl)cc1OC (stereo not drawn) | 5
COc1ccc2cc(C(=O)NCC3(N(C)C)CCCCCC3)[nH]c2c1 | -12
COc1ccc(Br)cc1/C=C/C(=O)Oc1ccc(C2CCCCC2)cc1 | -4
CCCCNc1oc(/C=C/c2ccc(OCC)cc2)nc1C#N | -2
CCOc1ccc(N(Cc2cc3cc(C)ccc3[nH]c2=O)S(C)(=O)=O)cc1 | 3
CCc1ccc(OCC(=O)NC(c2ccccc2)c2cccs2)cc1 (stereo not drawn) | -2
CNC(=O)c1cccc(NC(=O)c2cccc3cccnc23)c1 | 2
CCCC12CN3CC(C)(CN(C1)C3c1cc(Br)ccc1OC)C2=O (stereo not drawn) | -8
Cc1nn(C)c(C)c1NC(=O)c1c(Br)cnn1C | -5
O=C(CCCSc1nc2ccccc2s1)NCc1ccccc1F | 3
